# NPC1 prom act = activates the NPC1 promoter; AID 485313; Potency, µM (top dose mostly 9.22 µM), for inactives: top-dose activation, most hits filed as activators; hit rate 2.4% among 320,000; Huh7 NPC1 promoter luciferase reporter, 24 h;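 also: potency is read from the fitted curve at half-maximal effect; % of control where 0% means no effect; nearly all actives have a fitted effect of over 60% in size; reporter is driven by a mutant NPC1 promoter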
#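 Huh7 cells stably carrying NPC1 promoter–luciferase, plated in Opti-MEM with 10% FBS for 2 h, were exposed to compound in DMSO for 24 h at 37 °C; luciferase reagent was added for 10 min and luminescence read.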
# BRCA1 expr act = BRCA1 expression activation; MCF7-BRCA1-FFLuc reporter, luminescence, 48 h; response scale: scaled: vehicle 0%, 10 µM genistein 100%; Potency, µM (titrated, usually from 46.1 µM), for the others: top-dose activation, usual class: activators; hit rate 1.1% among 380,000; AID 624202; also: potency is read from the fitted curve at half-maximal effect; nearly all actives have a fitted effect of over 80% in size; some results filed as inactive show a strong effect at the top dose
#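 Luminescence from a BRCA1-driven firefly luciferase in MCF7 cells was the read-out, taken 15 min after substrate addition following 48 h compound exposure at 37 °C. Data were normalized to a 10 microM genistein control and DMSO vehicle.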
# Tb PFK block = inhibitors of T. brucei phosphofructokinase; T. brucei PFK, ADP-Glo luminescence; Potency, µM (highest dose often 57.5 µM), for the others: top-dose activity, negative = inhibition, usual class: inhibitors; O15648; hit rate 0.17% among 330,000; AID 485367;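 also: potency is read from the fitted curve at half-maximal effect; 0% = uninhibited 1x PFK enzyme wells and -100% = no-enzyme wells; nearly all actives have a fitted effect of over 60% in size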
#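 ADP-Glo luminescence quantified ADP after 45 min at room temperature, with 1.25 nM T. brucei PFK, 0.1 mM ATP and 0.5 mM fructose-6-phosphate in pH 8.0 TEA buffer. qHTS titrations up to 57 µM; curves classified by quality.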
# Gal4-VP16 FLuc = inhibits Gal4-VP16 luciferase reporter, ROR gamma counter-screen. Drosophila S2 Gal4-VP16 UAS-luciferase, luminescence, 20 h. Potency, µM (highest dose often 53.6 µM), for inactives: at the highest dose activity, negative = inhibition, most hits filed as inhibitors. AID 2546. hit rate 3.5% among 310,000;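 also: Gal4-VP16 expression switched on by copper sulfate through the metallothionein promoter; potency is read from the fitted curve at half-maximal effect; % is scaled to controls: 0 for no effect and ±100 for the full control effect; nearly all actives have a fitted effect of over 50% in size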
# ELG1 genotox = inducers of genotoxicity in HEK293T ELG1-luciferase cells | HEK293T ELG1-luciferase reporter, luminescence, 16 h | AID 504466 | Potency, µM (doses to about 46 µM), without a hit: top-dose activity change, positive = activation, hits mostly activators | hit rate 1.3% among 330,000; also: potency is read from the fitted curve at half-maximal effect; % of control where 0% means no effect; nearly all actives have a fitted effect of over 60% in size
#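 Genotoxic stress is detected as increased luminescence from luciferase-tagged ELG1 in HEK293T cells, measured with ONE-Glo after a 16 hr treatment at 37 °C.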
# RORgamma inh = inhibitors of mouse ROR gamma transcriptional activity. AID 2551. hit rate 5.4% among 310,000. Drosophila S2 Gal4-RORgamma UAS-luciferase reporter, 20 h. P51450. Potency, µM (titrated, usually from 53.6 µM), without a hit: top-dose activity change, negative = inhibition, actives largely listed as inhibitors; also: potency is read from the fitted curve at half-maximal effect; % is scaled to controls: 0 for no effect and ±100 for the full control effect; nearly all actives have a fitted effect of over 60% in size
#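 ROR gamma transcriptional activity was tracked as Gal4-UAS luciferase output in stably transfected Drosophila Schneider cells, with compound added 1 hr before 700 uM copper sulfate induction and a 20 hr ambient-temperature incubation.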
# TRPV1 agonist = human TRPV1 agonism; TRPV1-expressing cells, Fluo-8 calcium influx, agonist mode; activation, % at 8.33 µM; hit rate 0.19% among 320,000; in the data active = activation above about 80%; inconclusive = between about 30% and that limit; also: 0% is about no effect
# Target sequence (Q8NER1 whole entry, looked up): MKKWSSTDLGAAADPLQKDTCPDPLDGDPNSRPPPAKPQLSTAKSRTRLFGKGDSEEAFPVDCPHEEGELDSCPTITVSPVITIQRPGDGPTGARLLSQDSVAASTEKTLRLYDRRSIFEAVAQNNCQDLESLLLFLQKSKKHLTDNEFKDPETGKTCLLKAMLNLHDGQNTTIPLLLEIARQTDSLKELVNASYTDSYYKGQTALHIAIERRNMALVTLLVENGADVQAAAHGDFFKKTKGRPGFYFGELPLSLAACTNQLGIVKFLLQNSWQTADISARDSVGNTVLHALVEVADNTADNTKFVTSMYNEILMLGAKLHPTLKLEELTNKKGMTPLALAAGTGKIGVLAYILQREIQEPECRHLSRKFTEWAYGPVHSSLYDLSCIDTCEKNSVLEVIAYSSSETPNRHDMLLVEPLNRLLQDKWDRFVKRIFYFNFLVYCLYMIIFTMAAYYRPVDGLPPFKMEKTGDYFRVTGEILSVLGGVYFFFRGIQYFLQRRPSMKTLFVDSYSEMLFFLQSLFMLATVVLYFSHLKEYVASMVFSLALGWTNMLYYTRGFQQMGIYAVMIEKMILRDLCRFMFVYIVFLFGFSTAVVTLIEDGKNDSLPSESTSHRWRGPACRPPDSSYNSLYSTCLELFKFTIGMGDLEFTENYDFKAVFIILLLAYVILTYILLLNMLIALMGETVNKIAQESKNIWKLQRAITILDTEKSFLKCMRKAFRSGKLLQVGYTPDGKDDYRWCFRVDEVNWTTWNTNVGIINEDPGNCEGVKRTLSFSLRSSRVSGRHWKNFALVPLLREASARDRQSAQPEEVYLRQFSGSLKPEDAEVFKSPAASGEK
#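 Fluo-8 calcium influx in TRPV1-expressing cells, kinetic read (ex 480/em 520 nm). Compound added and read 3 min for agonist activity, followed by capsaicin at EC20 final and 2 min further read for enhancement.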
# Rab9 promoter act = Rab9 promoter activation. hit rate 2.8% among 320,000. Huh7 Rab9 promoter-luciferase reporter, luminescence, 24 h. Potency, µM (titrated, usually from 9.22 µM), without a hit: at the top dose activation, negative = inhibition, actives largely listed as activators; also: potency is read from the fitted curve at half-maximal effect; % of control where 0% means no effect; nearly all actives have a fitted effect of over 60% in size
#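 Promoter activation is measured as luciferase luminescence in Huh7 cells stably transfected with a Rab9 promoter–luciferase construct, following 24 h compound exposure at 37 °C and 10 min reagent incubation at ambient temperature.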
# ELG1 repair inh = ELG1-dependent DNA repair inhibition | HEK293T ELG1-luciferase reporter, luminescence, 16 h; DNA damage induced by 5-fluorouridine | Potency, µM (doses to about 46.1 µM), for inactives: at the top dose activity change, negative = inhibition, hits mostly inhibitors | hit rate 2.3% among 330,000; also: potency is read from the fitted curve at half-maximal effect; % is scaled to controls: 0 for no effect and ±100 for the full control effect; nearly all actives have a fitted effect of over 55% in size
#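 HEK293T cells expressing luciferase-tagged ELG1 (2,000/well) received 5-Fluorouridine plus compound or DMSO for 16 hr at 37 °C. Luciferase was read by ONE-Glo luminescence after 30 min at room temperature.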
# FLuc modulator = counter-screen for miR-21 project: firefly luciferase inhibitors or activators; purified FLuc, Km substrates, luminescence inhibition; AID 588342; hit rate 6.9% among 360,000; Potency, µM (titrated, usually from 57.5 µM), without a hit: at the highest dose activity change, negative = inhibition, most hits filed as inhibitors; P08659;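 also: potency is read from the fitted curve at half-maximal effect; plate controls were vehicle for no effect and reference inhibitor for full effect; nearly all actives have a fitted effect of over 55% in size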
#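 Purified P. pyralis luciferase, 10 nM final, with Km-level 10 uM D-luciferin and 10 uM ATP in 50 mM Tris acetate pH 7.5, 10 mM Mg acetate, 0.01% Tween-20, 0.05% BSA; 6-point qHTS titration about 60 µM downward; luminescence read.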
# p53 reactivation = mutant p53 re-activation in reporter cells; Potency, µM (titrated, usually from 92.2 µM), for inactives: at the top dose activity change, positive = activation, most hits filed as activators; hit rate 0.063% among 320,000; AID 504706; H1299 p53-A138V BP100-luciferase reporter, luminescence, 24 h; also: potency is read from the fitted curve at half-maximal effect; % of control where 0% means no effect; nearly all actives have a fitted effect of over 45% in size
#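 H1299 (p53-null), stable ts p53-A138V + BP100-Luc; 1000 cells/well, Opti-MEM/10% FBS; cpd 4 pt, 1:5; 24 h, 37 deg C, 5% CO2; detection reagent 10 min RT; luminescence.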
# The depositor's hits bear a star; ? = inconclusive; · = no result given; & = joins results of further samples; [ ] = dose if it differs, or a comment. Unless noted, calls follow the shape of the dose curve; as a rule, active = well fitted curve in the direction sought with a large enough effect; inconclusive = small, poorly fitted or top-dose-only effect, or another doubt; inactive = no such curve, though single readings can be large; an effect the other way counts as inactive or inconclusive.
SMILES,NPC1 prom act,BRCA1 expr act,Tb PFK block,Gal4-VP16 FLuc,ELG1 genotox,RORgamma inh,TRPV1 agonist,Rab9 promoter act,ELG1 repair inh,FLuc modulator,p53 reactivation
O=C(Nc1cccc(Cl)c1)C1COc2ccccc2O1 (configuration not stated),24%,-4%,-10%,2%,8%,16%,?,12%,?,?,26%
CC(=O)C1=C(O)C(=O)N(CCC(=O)O)C1c1ccccc1[N+](=O)[O-] (configuration not stated),-2%,-5%,-16%,-2%[10 µM],0%,9%,2,-4%,8%,-3%,1%
CC(C)(C)OC(=O)C[C@@H]1C/C=C\C[C@H](CC(=O)N(CCO)Cc2ccccc2)C(=O)N[C@@H](Cc2ccccc2)COC1=O,·,-6%,-3%,·,-3%,·,·,·,?,·,1%
CCN(CC)P1(=O)OC(c2cc(OC)c(OC)c(OC)c2)=Nc2c1c(C)nn2-c1ccccc1 (configuration not stated),-1%,3%,3%,1%,-1%,-1%,-2,-7%,?,0%,-2%
Clc1ccc2[nH]c(-c3ccccc3)cc2c1,3.2µM*,?,1%,-9%,?,-2%,1,2.5µM*,?,11µM*,?
CN(C)c1ccc(S(=O)(=O)N(C)C)cc1[N+](=O)[O-],-7%,-5%,-2%,4%,-3%,-6%,7,11%,-13%,7%,0%
COc1ccc(-n2nnnc2SCC(=O)c2ccc(OC)c(OC)c2)cc1,-2%,-32%,5%,0%,0%,36%,5,-3%,?,-1%,-2%
Cc1ccc(S(=O)(=O)NCCCNS(=O)(=O)c2ccc(C)cc2)cc1,-5%,-32%,0%,·,-2%,·,1,1%,?,1%,-6%
COc1cc(NS(=O)(=O)c2ccc(NC(=O)COc3ccccc3C)cc2)nc(OC)n1,0%,-2%,-3%,7%,3%,32%,·,3%,1%,6%,1%
Cc1ccc(-c2nc(NC(=O)CSc3cc(C)c4ccccc4n3)ns2)cc1,3%,-14%,-3%,1%,3%,-21%,-3,0%,9%,-11%&-20%,10%
Cc1ccc(C(C)n2cc(C(=O)NCc3ccccn3)nn2)cc1 (configuration not stated),-6%,9%,2%,-4%,1%,-28%,11,-10%,4%,-1%,1%
COc1cccc(C(=O)NC2CCCc3ccccc32)c1OC (configuration not stated),-4%,-23%,0%,5%,-3%,-11%,5,-4%,0%,0%,2%
O=C(CSc1nc(-c2ccccc2)ns1)NCC1CCCO1 (configuration not stated),?,81%,-5%,?,?,19%,1,28%,?,?,7%
CC(C)(C)NC(=O)C(c1cccs1)N(C(=O)C(=O)NC1CCCC1)c1ccccc1F (configuration not stated),1%,3%,-1%,30%,0%,10%,3,-9%,6%,3%,0%
COc1ccc2c(c1)O/C(=C\c1sccc1C)C2=O,?,39%,0%,3%,18µM*,17%,18,?,?,0.17µM*,?
COC(=O)c1ccc2nc(-c3cccc(N)c3)cn2c1,0.5µM*,-68%[inhibitor],1%,7.9µM*,?,6.3µM*,2,1µM*,?,0.6µM*,-9%
O=C(NC1CCCC1)C(c1ccccn1)N(C(=O)c1csnn1)c1ccccc1 (configuration not stated),1%,-5%,-3%,6%,-3%,?,-2,-4%,7%,1%,-2%
COc1ccc(Sc2nc(-c3ccccn3)ncc2OC)cc1,-6%,-71%,0%,8.9µM*,-7%,2.2µM*,9,-9%,15µM*,-8%,-5%
CC[C@H](C)C(N)c1cn(C(CCCN=C(N)N)C(=O)N2CCNCC2)nn1 (some centres not stated),-1%,16%,-16%,·,5%,·,-4,-3%,7%,-2%,-5%
CC(=O)OC(C(=O)NC1CCCCC1)c1ccc(C)cc1 (configuration not stated),2%,42%,-5%,-6%,2%,-2%[10 µM],4,-2%,-1%,1%,-5%
CCCCCC(=O)NNC(=S)NC(C)=O,-5%,-10%,-9%,-9%,0%,-40%,3,-22%,-2%,-2%,-3%
NC(=S)N/N=C/c1ccc(-c2cccc([N+](=O)[O-])c2)o1,4%,0%,2%,4.5µM*,-11%,1µM*,5,3%,-25%,?,22%
CCN1CCOC(CC(=O)Nc2ccc([N+](=O)[O-])cc2)C1=O (configuration not stated),-1%,-1%,-1%,-11%,1%,34%,0,-2%,27%,0%,4%
CCCSc1nc2sc3c(c2c(=O)[nH]1)CCN(Cc1ccccc1)C3,·,-11%,·,-4%,·,13%,1,·,·,-3%,·
Cc1ccc(C(=O)N/C(=C/c2ccc(-c3cccc([N+](=O)[O-])c3)o2)C(=O)NC(C)(C)C)cc1,-5%,-39%,-2%,-18%,-9%,5%[10 µM],5,-7%,?,-2%,-4%

# Later entries:
SMILES,NPC1 prom act,BRCA1 expr act,Tb PFK block,Gal4-VP16 FLuc,ELG1 genotox,RORgamma inh,TRPV1 agonist,Rab9 promoter act,ELG1 repair inh,FLuc modulator,p53 reactivation
CC(C)NC(=O)Cn1c(=O)cnc2ccccc21,0%,12%,1%,-3%,2%,-2%,4,3%,1%,-1%,-4%
Cc1ccc(-c2n[nH]c(=S)nc2-c2ccc(C)cc2)cc1,-1%,5%,-1%,?,13%,5µM*,-1,1%,1%,4%,-2%
CNC(=O)c1sc(-c2ccccc2)nc1C,26%,33%,8%,0%,?,0%,-2,13%,?,?,9%
COc1ccc(-c2nc3ccccc3c(=O)n2N)cc1,0%,19%,0%,3%,0%,17%,-3,2%,-2%,2%,8%
Nc1cccc(N2C(=O)c3cccc4c(N)ccc(c34)C2=O)c1,-3%,0%,1%,-1%,1%,1%,26,-1%,1%,-11%,22%
O=C1CCC(C(=O)N2CCN(c3cnccn3)CC2)CN1CCc1ccc(Cl)cc1 (configuration not stated),0%,-17%,-5%,·,-2%,·,3,1%,-14%,-1%,·
CCC(C)c1ccc(NC(=O)COC(=O)C2=COCCO2)cc1 (configuration not stated),2%,48%,-5%,?,?,23%,9,-1%,?,-19%,4%
Cc1ccccc1C(=O)c1c[nH]c(C(N)=O)c1,-1%,3%,-7%,5%,-2%,8%,-1,3%,-16%,0%,-1%
Cc1ccccc1OCCn1cc(C(=O)C(=O)N2CCOCC2)c2ccccc21,-3%,-5%,-2%,-23%,2%,31%,8,-7%,-25%,5%,-1%
Cc1ccc(CN2[C@@H](Cc3ccccc3)C(=O)CS2(=O)=O)cc1,-3%,3%,5%,·,5%,·,2,2%,?,2%,19%
c1ccc(-c2ccc(-n3ccnc3)cc2)cc1,25%,10µM*,2%,1%,?,?,12,12%,?,24µM*,?
S=C1SCN(Cc2cccnc2)CN1Cc1ccccc1,-1%,5%,-8%,6.3µM*,-7%,3.2µM*,-1,-4%,0%,3%,6%
O=C(Nc1ccc(C(=O)NCc2ccccc2Cl)cc1)C1=CSCCO1,17%,11µM*,-3%,-5%,2%[9.26 µM],37%,14,13%,?,?,21%
Cc1ccc(C)c(NC(=S)N2CCC(N(C)CC3CCCO3)CC2)c1 (configuration not stated),0%,8%,5%,-13%,2%,23%,1,-5%,-2%,5%,-2%
S=c1[nH]c2cc(-c3ccccc3)ccc2o1,5%,52%,-10%,13µM*,4%,10µM*,2,16%,?,21µM*,?
Cc1cccc(C)c1NC(=O)CN(C)C(=O)C1=COCCO1,-2%,9%,2%,·,2%,·,1,-6%,21%,6%,-8%
CCCn1c(N)c(C(=O)CN(C)CC(=O)Nc2cc(C)ccc2C)c(=O)[nH]c1=O,0%,-23%,6%,·,0%,·,2,-2%,?,0%,6%
COc1ccc(NC(=O)c2cccs2)cc1OC,20%,49%,1%,-3%,23µM*,25%,3,24%,?,?,18%
O=C(O)COc1ccccc1/C=C1\SC(=S)N(c2cccnc2)C1=O,-3%,-8%,13%,-4%,-8%,-38%,-2,0%,?,-4%,0%
CC(=O)OC1=Cc2c(ccc3ccc(=O)oc23)OC1(C)C,0%,2%,4%,-18%,1%,8%,1,-2%,2%,?,2%
CC(C)(C)NC(=O)CSCc1c(Cl)cccc1Cl,4%,12%,3%,-25%,-1%,4%,11,0%,6%,-4%,-4%

# Sorted by molecular weight (ascending): part of the list above
SMILES,NPC1 prom act,BRCA1 expr act,Tb PFK block,Gal4-VP16 FLuc,ELG1 genotox,RORgamma inh,TRPV1 agonist,Rab9 promoter act,ELG1 repair inh,FLuc modulator,p53 reactivation
CC(C)NC(=O)Cn1c(=O)cnc2ccccc21,0%,12%,1%,-3%,2%,-2%,4,3%,1%,-1%,-4%
Cc1cccc(C)c1NC(=O)CN(C)C(=O)C1=COCCO1,-2%,9%,2%,·,2%,·,1,-6%,21%,6%,-8%
Cc1ccccc1OCCn1cc(C(=O)C(=O)N2CCOCC2)c2ccccc21,-3%,-5%,-2%,-23%,2%,31%,8,-7%,-25%,5%,-1%
